hcDAF12 agonist = H. contortus DAF-12 nuclear receptor activators, primary screen, cell-based, luminescence, HEK293, lit1-tk-luc reporter. HEK293 hcDAF-12 lit1-tk-luc reporter; 0% DMSO, 100% Δ7-dafachronic acid. activation, % at 6.8 µM. 370,000 tested, 1.4% active. AID 652067, 2013;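 active = activation above the mean of all tested compounds plus 3 SD, cut at about 5.5% in these data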;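 also: 100% = response to 3 µM Δ7-dafachronic acid high control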
ADAM10 inh = human ADAM10 inhibitors, primary screen, biochemical, QFRET, HTS | Disintegrin and metalloproteinase domain-containing protein 10 (Homo sapiens), O14672 | recombinant ADAM10, EDANS/DABCYL FRET peptide cleavage, 3 h | inhibition, % at 7 µM | 370,000 tested, 0.62% active | AID 720582, 2013;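 active = inhibition above a per-campaign cutoff equal to the mean of compounds falling between control-based bounds plus 3 SD, cut at about 20% in these data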;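 also: 0% = DMSO wells while the 100% control is not disclosed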
Target sequence (O14672 214-748 limits assumed): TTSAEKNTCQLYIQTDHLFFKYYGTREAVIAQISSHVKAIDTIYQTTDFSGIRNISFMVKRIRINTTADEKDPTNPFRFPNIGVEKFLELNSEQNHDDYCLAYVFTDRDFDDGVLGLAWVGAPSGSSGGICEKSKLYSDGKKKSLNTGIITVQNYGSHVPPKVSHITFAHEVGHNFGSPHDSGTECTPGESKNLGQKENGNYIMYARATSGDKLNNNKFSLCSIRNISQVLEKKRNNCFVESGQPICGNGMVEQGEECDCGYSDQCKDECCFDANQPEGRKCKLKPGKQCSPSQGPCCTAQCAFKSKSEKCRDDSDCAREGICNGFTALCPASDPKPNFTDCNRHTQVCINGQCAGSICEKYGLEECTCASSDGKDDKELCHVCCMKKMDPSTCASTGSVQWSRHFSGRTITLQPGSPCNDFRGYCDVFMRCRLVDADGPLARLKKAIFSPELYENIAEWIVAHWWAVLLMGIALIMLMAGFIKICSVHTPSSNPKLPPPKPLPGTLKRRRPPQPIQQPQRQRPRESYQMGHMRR
hgDAF12 agonist = H. glycines DAF-12 receptor agonists, primary screen, cell-based, luminescence, HEK293, GAL4 fusion, UAS-luciferase. Nuclear hormone receptor DAF-12 (Heterodera glycines), GAL4 fusion. 370,000 tested, 1.8% active. AID 687014, 2013. HEK293 GAL4-hgDAF12 UAS-luciferase reporter, agonist luminescence; normalized to butyrate control. activation, % at 6.8 µM;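 active = activation above a cutoff set at the mean of all screened compounds plus 3 SD, cut at about 10% in these data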;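 also: 0% = DMSO wells and 100% = sodium butyrate wells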
ssDAF-12 act = S. stercoralis DAF-12 nuclear receptor activators, primary screen, cell-based, luminescence, HEK293, GRIP1 co-expression, lit1-tk-luc. Nuclear hormone receptor DAF-12 (Strongyloides stercoralis). HEK293 ssDAF-12/GRIP1 lit1-tk-luc reporter; % of 3 µM dafachronic acid response. activation, % at 6.8 µM. 370,000 tested, 1% active;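 active = activation above the mean over all tested compounds plus 3 SD, cut at about 0.9% in these data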;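 also: 0% = DMSO-only wells and 100% = 3 µM delta7-dafachronic acid wells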
SMARCA2 act = SMARCA2 (BRM) function activators, primary screen, cell-based, luminescence, high throughput; 370,000 tested, 1% active; MG213 cells, MMTV-luciferase reporter, dexamethasone, overnight; activation, % at 9.1 µM; in the data active = activation above about 7.8%;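 also: 0% = vehicle wells and 100% = reference activator wells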
ADAM17 inh = ADAM17 inhibitors, primary screen, biochemical, QFRET | Disintegrin and metalloproteinase domain-containing protein 17 (Homo sapiens), P78536 | inhibition, % at 6.95 µM | AID 720648, 2013 | 370,000 tested, 0.83% active | recombinant ADAM17, EDANS/DABCYL FRET peptide cleavage;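 active = inhibition above the mean of compounds lying between control limits plus 3 SD, set per campaign, cut at about 8.5% in these data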;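 also: 0% = DMSO-only wells as the low control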
Target sequence (P78536 215-824 limits assumed): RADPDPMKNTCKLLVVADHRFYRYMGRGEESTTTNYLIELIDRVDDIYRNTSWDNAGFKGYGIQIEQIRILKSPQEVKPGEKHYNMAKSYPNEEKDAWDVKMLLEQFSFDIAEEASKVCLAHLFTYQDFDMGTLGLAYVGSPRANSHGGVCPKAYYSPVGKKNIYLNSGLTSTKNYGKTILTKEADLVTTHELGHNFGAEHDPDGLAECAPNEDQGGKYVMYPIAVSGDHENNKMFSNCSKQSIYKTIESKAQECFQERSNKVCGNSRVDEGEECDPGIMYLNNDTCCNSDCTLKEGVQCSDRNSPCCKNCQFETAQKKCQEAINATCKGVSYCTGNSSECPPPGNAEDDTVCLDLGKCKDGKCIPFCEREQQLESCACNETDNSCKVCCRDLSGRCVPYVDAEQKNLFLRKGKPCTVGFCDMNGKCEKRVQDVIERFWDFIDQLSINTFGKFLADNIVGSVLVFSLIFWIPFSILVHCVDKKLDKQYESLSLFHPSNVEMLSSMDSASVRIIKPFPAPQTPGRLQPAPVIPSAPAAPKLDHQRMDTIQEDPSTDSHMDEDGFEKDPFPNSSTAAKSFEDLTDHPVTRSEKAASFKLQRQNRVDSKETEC
PG9 binder = binders of HIV-1 gp120 antibody PG9, primary screen, biochemical, TR-FRET | inhibition, % at 6.7 µM | HIV-1 gp120 / PG9 antibody interaction | 360,000 tested, 0.43% active | TR-FRET gp120-PG9 antibody binding; in the data active = inhibition above about 8.5%
DAX1 inh-1 = DAX1 (NR0B1) inhibitors, primary screen, cell-based, HEK293, Gal4-DAX1, luciferase luminescence; Nuclear receptor subfamily 0 group B member 1 (Homo sapiens), P51843; HEK293 Gal4-DAX1 luciferase reporter; inhibition, % at 6.75 µM; 340,000 tested, 0.99% active; AID 504766, 2011;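 active = inhibition above the mean over all tested compounds plus 3 SD, cut at about 4.2% in these data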;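 also: 0% = DAX1-transfected cells with DMSO and 100% = empty-vector control cells with DMSO; inhibition shows as a rise in luminescence from relieved DAX1 repression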
GC-A act = GC-A stimulated cGMP production enhancers – HEK293 GC-A cells, cGMP TR-FRET, EC30 ANP, primary screen | Atrial natriuretic peptide receptor 1 (Homo sapiens), P16066 | 0% at EC30 ANP, 100% saturating ANP | activation, % at 10 µM | 370,000 tested, 0.14% active | AID 1671463, 2021; in the data active = activation above about 40%
GAA850 FXN act = FXN promoter activators, primary screen, cell-based, luciferase luminescence, HEK293 lucGAA850 | AID 540364, 2011 | activation, % at 6 µM | 360,000 tested, 0.56% active | HEK293 lucGAA850 FXN promoter luciferase reporter, 24 h; percent of 10 µM SAHA response;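 active = activation above the average of all compounds screened plus 3 SD, cutoff fixed separately per campaign, cut at about 7.5% in these data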;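 also: 0% = DMSO wells and 100% = 10 µM SAHA wells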
DAX1 inh-2 = DAX1 (NR0B1) inhibitors on StAR promoter, primary screen, cell-based, luminescence, SF-1 (NR5A1), full-length DAX-1. HEK293T StAR-luciferase reporter, SF-1/DAX-1 repression relief. 370,000 tested, 1.1% active. AID 652010, 2013. inhibition, % at 6.8 µM;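 active = inhibition above the mean over all tested compounds plus 3 SD, cut at about 3.6% in these data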;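 also: 0% = DAX-1 cells with DMSO and 100% = cells lacking DAX-1 with DMSO; higher inhibition means more luminescence from relief of DAX-1 repression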
* hit, by the source's call; x = no result given. No enrichment for hits. About 6.8% of those tested had a hit in this group.

SMILES | hcDAF12 agonist | ADAM10 inh | hgDAF12 agonist | ssDAF-12 act | SMARCA2 act | ADAM17 inh | PG9 binder | DAX1 inh-1 | GC-A act | GAA850 FXN act | DAX1 inh-2
O=C(NCCc1ccc(Cl)cc1)Nc1ccc(Cl)cc1 | -2.4 | -0.8 | 1.4 | -1.0 | 3.7 | -2.9 | 0.9 | 0.2 | -1.9 | 0.6 | -0.6
O=C(Nc1ccc(N2CCN(C(=O)c3cccs3)CC2)c(Cl)c1)c1cccnc1 | -3.1 | -3.0 | -0.7 | -2.1 | -3.9 | -5.3 | 0.2 | -1.0 | 3.2 | -4.0 | -0.7
Cc1csc(=O)n1CCC(=O)OCC(=O)N(C)c1c(N)n(Cc2ccccc2)c(=O)[nH]c1=O | -1.0 | -12.9 | -0.2 | -0.8 | -1.5 | -3.7 | 0.7 | -0.2 | 3.4 | 0.0 | 0.4
Cc1cc(NC(=O)c2c(-c3ccccc3Cl)noc2C)no1 | 3.0 | -0.7 | -0.8 | -1.0 | 0.4 | 0.0 | 0.2 | 1.3 | -3.4 | 0.1 | -1.0
CCC(C)c1ccccc1NC(=O)C(C)NCCN(C)C (centres undefined) | 0.1 | 4.0 | -2.1 | -1.4 | 4.7 | -1.7 | -0.3 | 0.3 | 1.9 | -1.2 | 0.0
CCOc1nc(NCc2ccco2)nc(Nc2ccc(OC)cc2)n1 | -2.3 | 3.6 | -1.1 | -1.4 | 2.6 | -2.1 | 1.2 | 0.5 | 6.3 | 0.9 | -0.5
CCOC(=O)N1CCN(C(=O)C2CC(=O)N(c3ccccc3)C2)CC1 (centres undefined) | -0.1 | -4.3 | 1.3 | -0.8 | -0.1 | -5.0 | -4.5 | 0.7 | 0.2 | 1.5 | 0.2
Cc1cc(C)nc(-n2ncc3c2CC(c2ccccc2)CC3=O)n1 (centres undefined) | -0.2 | -7.5 | -1.9 | -1.5 | 3.8 | -3.5 | 1.0 | 0.1 | 5.1 | 3.0 | -0.8
CN(C)c1ccc(C(=O)C(O)c2ccccc2)cc1 (centres undefined) | 2.1 | -9.1 | -1.7 | -1.2 | -3.9 | -1.5 | 0.9 | 0.0 | 0.3 | 0.6 | -0.6
CCCS(=O)(=O)NC(=O)C1(C)CCCN(C(=O)c2ccc(OC)cc2OC)C1 (centres undefined) | -0.3 | -1.2 | 0.1 | -1.7 | -1.6 | -1.6 | -1.7 | x | 3.6 | 1.4 | 0.8
Cc1cnc(C(=O)OCC(=O)N(C)CC(=O)Nc2ccccc2Cl)cn1 | -2.4 | 0.9 | -1.6 | -0.8 | -1.8 | -5.0 | 0.2 | 1.0 | 0.7 | 2.7 | 0.2
CCCc1[nH]nc2c1C(c1ccncc1)C(C#N)=C(N)O2 (centres undefined) | 2.3 | -3.8 | -0.8 | -1.3 | -0.6 | -1.8 | -2.1 | 0.8 | 3.9 | -1.4 | 0.3
Cc1cc(C)cc(C(=O)OCCN(C)C2CN(Cc3cn(Cc4ccc([N+](=O)[O-])cc4)nn3)S(=O)(=O)C2)c1 (centres undefined) | -2.0 | -3.2 | 0.8 | -1.5 | 2.9 | 0.0 | x | x | 0.9 | x | -1.5
Cc1ccc(C(=O)OCC(=O)N(CCc2ccccc2)Cc2ccccc2)cc1S(=O)(=O)N1CCOCC1 | -0.2 | 7.7 | 2.5 | -1.2 | -0.3 | -0.8 | -0.1 | -1.0 | -2.0 | -1.2 | -1.0
CN(CC(=O)NC1CC1)S(=O)(=O)c1cc(Cl)ccc1Cl | 0.1 | -11.7 | -1.5 | -1.0 | -1.7 | 2.3 | -0.1 | -0.6 | -1.7 | 0.8 | -0.3
COc1ccc(S(=O)(=O)N2CCCOC2CNC(=O)C(=O)NCCO)cc1 (centres undefined) | -0.7 | 5.4 | -1.6 | -0.9 | -5.9 | 10.0* | 2.6 | 0.1 | 7.2 | 0.8 | 2.1
COCCCNC(=O)c1nc2ccccc2c(=O)n1NC(=O)Nc1c(Cl)cccc1Cl | 1.1 | -3.6 | 0.8 | -0.1 | -0.3 | 1.8 | -0.2 | -1.1 | 2.6 | -0.4 | 0.8
O=C1CC(c2c[nH]c3ccccc23)C(=O)N1c1ccccc1 (centres undefined) | 3.0 | -2.1 | 0.1 | -0.6 | 2.1 | -0.9 | 0.8 | 2.3 | 1.6 | -0.1 | 0.5
Cc1cccn2c(=O)nc(SCC(=O)NC3CCCCC3)nc12 | -1.4 | -18.0 | 1.7 | -0.2 | -3.8 | -3.1 | 0.0 | -1.0 | 3.3 | 0.3 | 2.6
COc1ccccc1C(=O)Nn1cnc2ccccc2c1=O | 1.2 | 0.3 | 1.2 | -1.4 | 0.4 | -2.5 | -0.4 | 1.5 | -0.9 | 3.0 | 0.3
Cc1ccc(N(CC(=O)NC2CCCCC2)C(=O)CNC(=O)c2ccco2)c(C)c1 | -1.0 | 2.4 | 0.0 | -1.7 | 0.7 | 0.6 | -0.1 | -0.2 | -3.7 | 1.6 | 0.1
Cc1cccc(Cn2cc(COC(=O)NCCc3ccccc3)nn2)c1 | -1.4 | 2.5 | 2.1 | -0.9 | -0.2 | -0.5 | x | x | 2.6 | x | 0.2
Nc1nc(SCC(=O)Nc2ncc(C(F)(F)F)cc2Cl)n[nH]1 | -1.0 | 1.9 | 1.2 | -1.4 | 2.0 | -1.8 | 1.3 | -0.4 | -1.9 | -1.9 | -0.6
O=C(COC(=O)CCCNC(=O)c1ccc(Cl)cc1)NC1CC1 | -1.7 | -5.7 | 0.1 | -0.5 | -0.2 | -8.8 | -0.5 | 0.3 | -0.2 | 1.7 | 0.0
CN(C)CCCNC(=O)/C(=C\c1ccc(-c2cccc([N+](=O)[O-])c2)o1)NC(=O)c1ccccc1 | -0.6 | 1.9 | -1.5 | -1.8 | 1.8 | 0.4 | -6.0 | 0.8 | -4.4 | 1.7 | 0.5

Other records follow.
SMILES | hcDAF12 agonist | ADAM10 inh | hgDAF12 agonist | ssDAF-12 act | SMARCA2 act | ADAM17 inh | PG9 binder | DAX1 inh-1 | GC-A act | GAA850 FXN act | DAX1 inh-2
Fc1ccc(NC(=S)NC2CC3CCCC(C2)N3Cc2cccs2)cc1 (centres undefined) | 0.0 | -3.3 | -0.6 | -0.6 | -0.2 | -1.3 | -0.5 | 0.1 | -1.8 | 1.0 | 0.7
CC(C)NC(=O)COC(=O)c1cc(Br)ccc1Cl | -3.2 | 0.9 | -1.8 | -1.1 | 2.1 | 2.9 | -0.6 | -0.1 | -2.9 | 0.5 | -0.2
COc1ccc(C(=O)COC(=O)COc2cc(C)cc(C)c2)cc1 | 0.6 | 9.7 | 2.1 | -1.1 | 1.2 | 3.0 | -0.6 | -0.3 | -1.3 | 1.0 | 0.1
NS(=O)(=O)c1cccc(NC(=O)CCc2ccc(S(=O)(=O)N3CCOCC3)cc2)c1 | 2.9 | 2.8 | -0.2 | -1.0 | 0.0 | -11.6 | 0.4 | 1.2 | -0.7 | -0.9 | 1.8
CCN(CC)S(=O)(=O)c1cc([N+](=O)[O-])ccc1N=Nc1c(O)[nH]c2ccccc12 | 1.7 | 7.4 | 1.2 | -0.5 | 1.4 | 0.0 | -3.3 | 0.8 | -4.4 | 1.6 | 0.2
CC(C)(C)C1CCC(=NNS(=O)(=O)c2ccc(Br)cc2)CC1 (centres undefined) | -1.6 | -6.8 | 1.4 | -0.1 | -3.1 | -0.4 | -0.8 | 1.9 | 1.8 | 1.0 | -0.4
CCc1nc2ccc(C(=O)NCCCn3ccnc3)cn2c1N(C)Cc1cccs1 | -1.7 | -17.5 | -1.4 | -1.6 | -2.3 | -4.9 | 1.5 | x | 3.2 | -1.5 | -0.3
CCOc1ccc(C(=O)CCC(=O)NC(C)C(=O)OC)cc1 (centres undefined) | -0.9 | 2.6 | -2.8 | -1.3 | 5.9 | -0.2 | 0.3 | 0.7 | 2.7 | -1.1 | 0.1
COc1ccc(-c2c(-c3cc(OC)cc(OC)c3)n(C)c3ccc(-c4ccc5[nH]ccc5c4)cc23)cc1 | -0.2 | -214.0 | -0.5 | -1.5 | 0.6 | -34.7 | 0.2 | 1.7 | 2.2 | -0.1 | -0.2
O=C(NCc1cccc(C(F)(F)F)c1)c1ccc2sc([C@H]3C[C@H](O)[C@@H](CO)O3)nc2c1 | -2.2 | -4.4 | -1.9 | -1.7 | -0.6 | -7.2 | 0.4 | x | 3.1 | 0.7 | -1.5
CCOC(=O)C(=CNc1ccc(S(N)(=O)=O)cc1)C(=O)OCC | 1.5 | -1.3 | 6.5 | -0.5 | 1.7 | -1.1 | -2.0 | 0.8 | -1.8 | 0.0 | 0.1
O=C(CSc1nnc(-c2cccc(S(=O)(=O)N3CCCCC3)c2)o1)NCCC1=CCCCC1 | -1.0 | 2.0 | 1.2 | -0.6 | 1.6 | 2.6 | -0.4 | -1.0 | 1.6 | 1.3 | -0.2
O=C(c1ccccc1)N1N=C(c2cccs2)CC1c1ccccc1O (centres undefined) | 1.5 | 11.9 | -0.8 | -0.7 | -0.5 | 3.8 | -0.6 | 3.5 | -22.1 | -0.7 | -0.2
CCCCCCC(=O)Nc1ccc(Br)cn1 | -1.2 | 2.2 | 2.5 | -1.7 | -0.3 | 3.2 | 1.7 | 1.0 | -1.2 | 4.0 | 0.9
O=C(Nc1ccc(NC(=O)c2ccccc2)c2ccccc12)c1ccccc1 | 0.0 | -9.9 | -1.3 | -0.8 | -1.1 | -3.8 | -1.6 | 0.3 | 4.4 | 0.1 | -0.2
CCc1ccc(NC(=S)N2CCCC2)cc1 | 6.0* | 2.5 | 12.1* | -0.4 | 3.9 | -3.5 | 0.7 | 1.3 | 1.3 | 2.2 | 5.3*
CCc1nnc(NS(=O)(=O)c2ccc(NC(=O)c3cccc4ccccc34)cc2)s1 | 1.0 | 8.5 | -3.5 | -1.2 | -0.2 | 1.6 | -1.8 | 0.6 | -4.4 | 0.8 | 0.6
c1ccc(-c2ccccc2OCCCCN2CCCCC2)cc1 | 0.2 | -9.4 | 1.9 | -0.8 | -2.2 | -2.3 | 0.5 | 0.0 | -7.4 | 0.6 | 0.3
C=CCn1c(SCC(=O)NCc2ccco2)nc2sc(C)c(C)c2c1=O | -0.7 | -6.6 | -0.1 | -1.4 | -1.8 | -6.0 | 2.6 | 0.0 | 0.8 | 1.3 | -0.7
CC(C)[C@H](NC(=O)c1ccccc1F)C(=O)NC1CCCCCCC1 | -2.0 | -10.3 | -1.2 | 0.1 | -2.1 | -1.4 | 1.3 | 1.3 | -1.2 | 1.5 | -0.8
